Bioassay records from PubChem BioAssay.
Dengue-2 NS5 capping: Dengue-2 NS5 methyltransferase inhibitors, primary screen, biochemical, confirmation dose response (AID 588689) | Dengue-2 NS5 methyltransferase capping enzyme assay, biochemical; higher % means a stronger effect | inhibition, % at 25 µM, or IC50 in µM where a hit was titrated | actives 0.3% (n = 340,000); in the data active means a potency from the dose series; inconclusive means inhibition above about 29% without an active follow-up result
LYP phosphatase: inhibitors of LYP phosphatase, biochemical, fluorescence intensity, uHTS (AID 1779) | actives 0.054% (n = 290,000) | inhibition, % at 11.5 µM; hits with a dose series show IC50 in µM | recombinant LYP phosphatase, fluorescence intensity; higher % means a stronger effect; in the data active means inhibition above about 50%;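 further: plate controls were vehicle with enzyme for no effect and no enzyme for full effect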
PhoP inhibition: inhibitors of PhoP regulon expression, primary screen, Salmonella Typhimurium, GFP reporter (AID 1863). S. Typhimurium PhoP-regulated promoter GFP reporter, 4 h; higher % means a stronger effect. one-dose inhibition, % at 50 µM; IC50 in µM for titrated hits. actives 0.16% (n = 300,000);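 active means inhibition over 29.93%, a cutoff 3 SD above the screen mean, later confirmed by dose response; inconclusive means inhibition over 29.93% but no dose response follow-up; inactive means inhibition at most 29.93% or unconfirmed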;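 further: 0% = low Mg2+ inducing control and 100% = high Mg2+ repressing control; strong numbers were not always called active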
ER stress rescue: protection against thapsigargin-triggered cell killing – 384-well, CSM14.1, ATP luminescence, primary screen (AID 1222); 190,000 tested, under 10 active; CSM14.1 thapsigargin-induced death rescue, ATP luminescence; higher % means a stronger effect; one-dose cellular ATP content (survival), % at 20 µM; EC50 in µM for titrated hits;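 active means EC50 below 50 µM in the dose-response confirmation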;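 further: death triggered by thapsigargin at about 15 µM added after 2 h compound pretreatment; cell ATP read after overnight thapsigargin exposure of roughly 18 to 22 hours; normalized against plate controls of thapsigargin alone and 5% DMSO vehicle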
RSV CPE inhibition: inhibition of RSV-induced cytopathic effect – HEp-2 cells, primary 10 µM value included (AID 2391) | CPE inhibition, % at 10 µM, or IC50 in µM where a hit was titrated | HEp-2 cells, RSV-induced CPE inhibition; higher % means a stronger effect | actives 0.13% (n = 310,000); in the data active means a potency from the dose series; inconclusive means CPE inhibition mostly from about 23% at the one dose, without a potency; inactive means the rest, 99 in 100 with CPE inhibition below about 21%; further: strong numbers were not always called active
West Nile antiviral: inhibition of WNV-induced cytopathic effect – cell-based, CPE readout (AID 1621). actives 0.02% (n = 290,000). West Nile virus-infected cells, CPE inhibition; higher % means a stronger effect. CPE inhibition, % at 10 µM; hits with a dose series show IC50 in µM; in the data active means a potency from the dose series; inconclusive means CPE inhibition mostly from about 3.7% at the one dose, without a potency; inactive means the rest, 99 in 100 with CPE inhibition below about 2.2%; further: strong numbers were not always called active
Rac1 GTP hydrolysis: MgcRacGAP GTPase-activating activity inhibitors, confirmation, biochemical, ADP Hunter fluorescence | MgcRacGAP-stimulated Rac1 GTP hydrolysis, ADP Hunter fluorescence; higher % means a stronger effect; GST-tagged Rac1 F28L mutant substrate | inhibition, % at 30 µM; hits with a dose series show IC50 in µM | actives 0.6% (n = 340,000) | AID 624330;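 active means first-screen hits whose inhibition reached a set limit at any dose in the follow-up dose series; inconclusive means inhibition above the set first-screen limit but never retested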;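 further: fluorescence reports GDP produced by GAP-driven GTP hydrolysis; strong numbers were not always called active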
GPR35 arrestin U2OS: GPR35 antagonists blocking zaprinast-driven arrestin recruitment, primary screen, imaging, U2OS, beta-arrestin-GFP, zaprinast agonist (AID 2058). U2OS GPR35 beta-arrestin-GFP translocation imaging, zaprinast antagonism; higher % means a stronger effect. inhibition, % at 10 µM; hits with a dose series show IC50 in µM. actives 0.052% (n = 290,000);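 active means inhibition of at least 50% with at least 30 cells and total cytoplasm GFP at most 10,000,000; inconclusive means under 30 cells or total GFP of 10,000,000 plus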
SV40 large T antigen: SV40 large T antigen inhibitors, biochemical (AID 1903) | SV40 large T antigen ATPase/helicase inhibition assay; higher % means a stronger effect | inhibition, % at 20 µM; hits with a dose series show IC50 in µM | actives 0.39% (n = 310,000); in the data active means a potency from the dose series; inconclusive means inhibition mostly from about 32% at the one dose, without a potency; inactive means the rest, 99 in 100 with inhibition below about 32%; further: strong numbers were not always called active
Dengue-2 NS5 capping pilot replicate: recorded beside Dengue-2 NS5 capping, whose call it bears; inhibition, %; measured here: pilot screen replicate inhibition
* hit, by the source's call; ? = inconclusive; . = no result given.

SMILES	Dengue-2 NS5 capping	LYP phosphatase	PhoP inhibition	ER stress rescue	RSV CPE inhibition	West Nile antiviral	Rac1 GTP hydrolysis	GPR35 arrestin U2OS	SV40 large T antigen	others
Cc1ccccc1NC(=O)c1ccc([N+](=O)[O-])o1	0%	-5%	.	-3.7%	4.4%	?	10%	16%	.
C#CCSc1nnnn1-c1cccc(Cl)c1	-2%	-7%	0%	.	.	0.1%	8%	-2%	16%
COc1cc(CN2CCCCCC2)cc(OC)c1O	-2%	-11%	8%	.	-0.3%	-0.7%	15%	-5%	3%
O=C(Nc1ccc(N2CCCCCC2)cc1)c1ccccc1Cl	2%	1%	3%	-1.8%	3.5%	-1.5%	20%	0%	16%
O=C(OCC(=O)C12CC3CC(CC(C3)C1)C2)c1cnccn1	-7%	-2%	-5%	.	0.8%	0.3%	-1%	5%	-6%
Cc1ccc(-n2nc3c(=O)n(CC(=O)NCCCc4ccccc4)nc(C)c3c2C)cc1	-4%	-5%	4%	.	21%	-0.7%	11%	-8%	13%
COc1ccc(-c2cn[nH]c2N)c(OC)c1	-14%	2%	11%	.	5.2%	0.3%	6%	-3%	6%
O=C(NCC(c1ccco1)N1CCc2ccccc2C1)c1ccc(Br)cc1 (centres undefined)	4%	.	-4%	.	2.1%	.	2%	.	20%
O=C(c1ccc(Cl)cc1)N1CCc2ccccc21	-5%	-18%	8%	.	-0.3%	-0.5%	5%	-8%	-3%	Dengue-2 NS5 capping pilot replicate=-2.1
C/C(=N\NC(=S)Nc1ccc(C)cc1)c1cc2ccccc2o1	-13%	4%	-7%	.	9.7%	0.0%	-4%	7%	14%
Cc1cc(=O)[nH]c(SCC(=O)c2ccc(C)c(C)c2)n1	-6%	2%	-8%	-1.2%	0.9%	-0.3%	13%	16%	-6%
Cc1nc2ccccc2c(=O)n1NC(=O)c1ccc(Cl)c(Cl)c1	-2%	-9%	6%	.	0.9%	-0.2%	6%	2%	1%
O=C(c1cnsn1)N1CCC(CO)(Cc2cccc(F)c2)CC1	-3%	-8%	-2%	0.4%	0.3%	0.3%	12%	6%	5%
CCC(C)[C@H](NC(=O)C1CC(=O)N(c2ccc3c(c2)OCCO3)C1)C(=O)N1CCCCC1 (some centres undefined)	-5%	-10%	-8%	.	1.2%	-0.3%	11%	6%	1%
CC(C)C[C@H](NC(=O)c1nc[nH]c1C(=O)NCCCCCNC(=O)OC(C)(C)C)C(=O)OC(C)(C)C	-6%	14%	4%	-2.3%	-1.6%	0.1%	6%	5%	10%
O=C(Nc1ccc2nc(-c3ccccc3)[nH]c2c1)c1ccco1	-10%	5%	-16%	-0.4%	1.1%	-0.6%	6%	-5%	8%
O=C(O)c1ccccc1CSc1nnc2c(n1)[nH]c1ccccc12	-7%	0%	-11%	.	5.5%	0.4%	14%	-2%	17%
Cn1cc(CCNC(=O)CC2C(=O)NCCN2CC(c2ccccc2)c2ccccc2)cn1 (centres undefined)	-4%	-4%	-7%	.	-1.4%	-0.5%	0%	-6%	14%
CS(=O)(=O)c1ccc2nc(NC(=O)CN3C(=O)NC4(CCCC4)C3=O)sc2c1	-7%	-12%	-4%	.	1.7%	-0.5%	9%	3%	12%
CCOc1ccc(S(=O)(=O)NCC2CCCO2)c2ccccc12 (centres undefined)	-1%	-14%	2%	.	1.7%	-0.9%	8%	-11%	2%
Cc1ccnc(NS(=O)(=O)c2ccc(NC(=O)Cc3cccs3)cc2)n1	-5%	3%	-5%	.	0.4%	0.0%	7%	-11%	13%	Dengue-2 NS5 capping pilot replicate=-8.4
COc1ccc(N=Cc2sc(O)c3ccccc23)cc1	?	7%	-7%	-2.5%	3.8%	-1.0%	12%	-16%	8%
CCCCCN(C(=O)CCC(=O)OCc1cc(C(C)=O)ccc1OC)c1c(N)n(CCCC)c(=O)[nH]c1=O	14%	.	-8%	.	0.0%	.	0%	.	10%
CC(C)C(OC(=O)c1nsc(Cl)c1Cl)C(=O)NC1CCCCC1 (centres undefined)	0%	-11%	3%	.	1.6%	-0.4%	6%	-9%	13%
Cc1ccccc1C(=O)c1ccc2c(c1)n(C)c(=O)n2C	-12%	-7%	-10%	-0.8%	-0.1%	0.2%	-11%	14%	6%
O=C(CCc1nc2ccccc2c(=O)[nH]1)Nc1ccc(Cl)c(Cl)c1	-10%	3%	-13%	-1.3%	1.7%	-0.2%	13%	-5%	7%
O=C(c1cccc2ccccc12)C1CCCN(C(=O)CCN2CCCO2)C1 (centres undefined)	1%	-1%	-3%	-2.1%	0.3%	-0.9%	12%	12%	2%
CC(=O)Nc1ccccc1NC(=O)C/C(C)=N/NC(=O)c1ccncc1	3%	-11%	3%	-0.3%	0.5%	0.7%	11%	-8%	4%
CC(=O)c1sc(NC(=O)c2ccc(F)cc2)nc1-c1ccccc1	-7%	5%	5%	-2.1%	2.6%	-0.6%	5%	8%	6%
COc1ccc(-n2ncc3c(=O)n(CC(=O)Nc4ccc(S(=O)(=O)N5CCOCC5)cc4)cnc32)cc1	-7%	-14%	-21%	-3.0%	17%	-1.3%	10%	6%	5%
CCCCN1C(=O)/C(=C2/Sc3ccc(Cl)cc3N2CC)SC1=S	.	-5%	-1%	.	0.7%	-0.4%	.	6%	3%
COc1cccc(C(=O)Cn2c(=O)n(CC3CCCO3)c(=O)c3ccccc32)c1 (centres undefined)	.	-2%	0%	-0.7%	2.4%	0.0%	9%	-6%	-6%
O=C(COC(=O)c1ccc(Cl)cc1O)Nc1cccnc1Cl	-4%	-6%	-21%	-1.1%	1.5%	-0.1%	4%	24%	-1%
COc1cc(NC(=S)NCCO)c(OC)cc1Cl	2%	-5%	-7%	.	2.1%	-0.1%	17%	1%	15%
CCCNC(=O)c1ccccc1NC(=O)C1=CSCCO1	-4%	-2%	-7%	.	0.5%	-0.4%	13%	7%	9%
COc1ccc(CCN(C)C/C=C/c2ccccc2)cc1OC	-8%	-3%	1%	.	0.0%	-0.6%	19%	-4%	11%	Dengue-2 NS5 capping pilot replicate=1.2
CCOC(=O)c1[nH]c(C)c(C(=O)Nc2ccccc2F)c1C	-15%	-2%	12%	-0.5%	1.5%	.	0%	-1%	-11%
O=C(NCc1cccnc1)C1CCCN(Cc2cnn(-c3ccccc3)c2-n2cccc2)C1 (centres undefined)	3%	-7%	3%	0.1%	0.3%	-0.2%	5%	9%	3%
CC(C)NC(=O)c1cc2ccccc2o1	-5%	3%	2%	-5.6%	9.6%	0.0%	6%	-9%	8%
CCCCCc1ccc(OCCCC[n+]2ccc(C)cc2)c(CCCCC)c1	-11%	1%	16%	-4.0%	-4.0%	-2.1%	10%	7%	18%
COc1ccc(NC(=O)C(NC(C)=O)C(=O)NCc2ccccc2OC)cc1 (centres undefined)	-1%	-2%	-12%	-0.5%	0.9%	0.1%	2%	4%	4%
O=C1N(Cc2cccc(Cl)c2)C[C@@H]2C[C@@H](c3ccsc3)N3CCC[C@@]123	-14%	-2%	-8%	0.7%	0.3%	-1.1%	-1%	7%	9%
COc1ccc(/C=C(/NC(=O)c2ccccc2)C(=O)N2CCC(C)CC2)cc1	-9%	-4%	-3%	.	0.2%	-1.4%	-3%	0%	5%
O=C(c1ccc2c3c(cccc13)CC2)C1CCCN(Cc2ccccn2)C1 (centres undefined)	1%	-9%	5%	-0.5%	-0.6%	-1.2%	6%	1%	12%
Cc1c(NS(=O)(=O)CC23CCC(CC2=O)C3(C)C)c(=O)n(-c2ccccc2)n1C (centres undefined)	1%	-6%	-6%	5.3%	-1.3%	-0.3%	6%	14%	3%	Dengue-2 NS5 capping pilot replicate=-0.3
O=C(COc1ccc(Br)cc1)NCCNC(=O)c1cccnc1	-6%	-7%	5%	.	0.9%	-0.1%	3%	12%	-3%
Cn1c(NC(=O)Cc2cccs2)cc(=O)n(C)c1=O	-6%	-3%	-6%	-0.4%	1.1%	0.1%	4%	-2%	6%
Fc1cc2ncn(Cc3ccccc3)c2cc1F	5%	-11%	11%	-1.2%	2.1%	-0.2%	14%	-11%	20%
COC(=O)c1cc2occc2n1Cc1nc(-c2ccccc2Cl)oc1C	-2%	3%	-4%	-3.6%	2.0%	.	3%	-13%	14%
COc1cccc(-c2cc(C(F)(F)F)nc(-n3ccc([N+](=O)[O-])n3)n2)c1	5%	-10%	-2%	-13%	0.4%	-0.2%	9%	-13%	9%

Fetched by structure from above, two records:
SMILES	Dengue-2 NS5 capping	LYP phosphatase	PhoP inhibition	ER stress rescue	RSV CPE inhibition	West Nile antiviral	Rac1 GTP hydrolysis	GPR35 arrestin U2OS	SV40 large T antigen	others
O=C(COc1ccc(Br)cc1)NCCNC(=O)c1cccnc1	-6%	-7%	5%	.	0.9%	-0.1%	3%	12%	-3%
O=C(c1ccc2c3c(cccc13)CC2)C1CCCN(Cc2ccccn2)C1 (centres undefined)	1%	-9%	5%	-0.5%	-0.6%	-1.2%	6%	1%	12%

Later entries
SMILES	Dengue-2 NS5 capping	LYP phosphatase	PhoP inhibition	ER stress rescue	RSV CPE inhibition	West Nile antiviral	Rac1 GTP hydrolysis	GPR35 arrestin U2OS	SV40 large T antigen	others
CC(=O)NC1C(OCc2cccc(Br)c2)OC(COC(C)=O)C(OC(C)=O)C1OC(C)=O (centres undefined)	-9%	-9%	2%	-6.7%	2.4%	0.5%	-3%	10%	1%
COCCN(Cc1cn(C)nc1-c1ccccc1F)C(C)C	1%	-1%	-8%	-1.8%	-0.9%	-0.1%	0%	-8%	4%
O=C(C1CCN(Cc2ccc(Cl)cc2)CC1)N1CCN(Cc2ccc3c(c2)OCO3)CC1	0%	-7%	-3%	.	8.5%	-0.9%	24%	1%	11%
COc1ccc(NS(=O)(=O)c2ccc(S(=O)(=O)N3CCOCC3)cc2)cc1	-7%	-2%	6%	-0.8%	16%	-1.1%	8%	14%	5%
CCOC(=O)N1CCN(C(=O)CCn2nc(-c3ccccc3)ccc2=O)CC1	0%	-11%	-9%	-1.3%	7.7%	.	7%	-1%	18%
Cc1cnc(C)c(N2CCC(C(=O)NC(C)c3cccs3)CC2)n1 (centres undefined)	-4%	-9%	-1%	-2.4%	0.7%	0.1%	4%	11%	3%
CC(C)Oc1ncnc2c1[nH]c1ccccc12	3%	-5%	-9%	.	2.9%	-1.4%	6%	-5%	11%
Cc1cc2ccccn2c1C(=O)c1ccc(F)cc1	-4%	-7%	1%	.	3.0%	-0.2%	10%	-5%	5%
CC(C)C(=O)Nc1cccc(-c2nc3ncccc3o2)c1	-8%	-8%	11%	.	0.8%	-0.6%	5%	7%	10%
CC(C)=C(NC(=O)c1ccccc1)C(=O)Nc1ccc(C(=O)O)cc1	-7%	-8%	-11%	.	-1.6%	0.1%	6%	23%	6%
CCCC(=O)Nc1sc(Cc2ccccc2)c(C)c1C(N)=O	8%	-8%	3%	3.8%	?	-0.5%	20%	-2%	2%
